# Screening results: PubChem BioAssay, NMMLSC
# Bcl-2 Bim block = disrupts Bim peptide binding to human Bcl-2; P10415; Bead-based flow cytometry, Bim peptide-Bcl-2 binding; inhibition, % at 10 µM; hit rate 0.06% among 190,000; AID 950; in the data active = inhibition above about 40%; inconclusive = no clear call, values can overlap the other calls;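 note: 0% = no compound wells with probe peptide and 100% = reference peptide inhibitor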
# Bim-Bcl-W = human Bim-Bcl-W interaction inhibition. Q92843. bead-based flow cytometry, Bim peptide-Bcl-W binding. inhibition, % at 10 µM. hit rate 0.02% among 190,000. AID 952;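 note: 0% = bound tracer without compound and 100% = peptide blocker; higher means less fluorescent Bim peptide bound to Bcl-W beads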
# Bfl-1 Bim block = inhibitors of Bim-Bfl-1 interaction, human | Q16548 | Bead-based flow cytometry, Bim-Bfl-1 binding inhibition | inhibition, % at 10 µM | hit rate 0.12% among 190,000 | AID 1008;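 note: 0% = wells without compound plus tracer and 100% = blocker peptide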
# RGS8-Gao = regulators of human RGS8-Galphao interaction | hit rate 0.34% among 220,000 | AID 1423 | multiplexed bead flow cytometry, RGS8-Galphao binding; actives lie on both sides | response (percent of control binding), % at 10 µM | P09471; in the data active = response below about 60% or above about 140%; inactive = in between;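 note: Galphao activated as the GDP aluminium fluoride complex binding bead-coupled RGS8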
# Bcl-XL Bim block = inhibitors of Bim-Bcl-XL interaction, human; Q07817; Bim peptide-Bcl-XL binding, bead flow cytometry, fluorescence; inhibition, % at 10 µM; hit rate 0.04% among 190,000; AID 1007
# Bcl-B Bim block = inhibitors of Bim-Bcl-B interaction, human; inhibition, % at 10 µM; bead-based flow cytometry, Bim peptide-Bcl-B binding; Q9HD36; hit rate 0.073% among 190,000;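 note: 0% = tracer peptide without compound and 100% = reference inhibitor peptide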
# ABCG2 inh = human ABCG2 inhibition, ABCB1 as counter-screen; inhibition, % at 6.6 µM; AID 1325; hit rate 0.1% among 190,000; Q9UNQ0; IgMXP3 cells, JC-1 efflux, flow cytometry;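 active = inhibition above 80%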;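 note: 0% = DMSO and 100% = nicardipine control wells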
#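 Test system: IgMXP3 (ABCG2) plus far-red-tagged CCRF-Adr (ABCB1) cells. Reagent: JC-1 dye as substrate. Timing: 10 min exposure at 25 °C with rotation, no wash. Measured by: flow cytometric JC-1 green MFI at 530 nm. Read-out: percent efflux inhibition, scaled nicardipine 100% to DMSO 0%. Control set: nicardipine and DMSO wells.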
# ABCB1 inh = blocks JC-1 efflux by human ABCB1 transporter. P08183. CCRF-Adr cells, flow cytometry. inhibition, % at 6.6 µM. hit rate 0.067% among 190,000. AID 1326; in the data active = inhibition above about 40%;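 note: 0% = vehicle and 100% = reference inhibitor; higher value means more JC-1 retained so stronger ABCB1 efflux block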
# Target sequence (P08183 whole entry, looked up): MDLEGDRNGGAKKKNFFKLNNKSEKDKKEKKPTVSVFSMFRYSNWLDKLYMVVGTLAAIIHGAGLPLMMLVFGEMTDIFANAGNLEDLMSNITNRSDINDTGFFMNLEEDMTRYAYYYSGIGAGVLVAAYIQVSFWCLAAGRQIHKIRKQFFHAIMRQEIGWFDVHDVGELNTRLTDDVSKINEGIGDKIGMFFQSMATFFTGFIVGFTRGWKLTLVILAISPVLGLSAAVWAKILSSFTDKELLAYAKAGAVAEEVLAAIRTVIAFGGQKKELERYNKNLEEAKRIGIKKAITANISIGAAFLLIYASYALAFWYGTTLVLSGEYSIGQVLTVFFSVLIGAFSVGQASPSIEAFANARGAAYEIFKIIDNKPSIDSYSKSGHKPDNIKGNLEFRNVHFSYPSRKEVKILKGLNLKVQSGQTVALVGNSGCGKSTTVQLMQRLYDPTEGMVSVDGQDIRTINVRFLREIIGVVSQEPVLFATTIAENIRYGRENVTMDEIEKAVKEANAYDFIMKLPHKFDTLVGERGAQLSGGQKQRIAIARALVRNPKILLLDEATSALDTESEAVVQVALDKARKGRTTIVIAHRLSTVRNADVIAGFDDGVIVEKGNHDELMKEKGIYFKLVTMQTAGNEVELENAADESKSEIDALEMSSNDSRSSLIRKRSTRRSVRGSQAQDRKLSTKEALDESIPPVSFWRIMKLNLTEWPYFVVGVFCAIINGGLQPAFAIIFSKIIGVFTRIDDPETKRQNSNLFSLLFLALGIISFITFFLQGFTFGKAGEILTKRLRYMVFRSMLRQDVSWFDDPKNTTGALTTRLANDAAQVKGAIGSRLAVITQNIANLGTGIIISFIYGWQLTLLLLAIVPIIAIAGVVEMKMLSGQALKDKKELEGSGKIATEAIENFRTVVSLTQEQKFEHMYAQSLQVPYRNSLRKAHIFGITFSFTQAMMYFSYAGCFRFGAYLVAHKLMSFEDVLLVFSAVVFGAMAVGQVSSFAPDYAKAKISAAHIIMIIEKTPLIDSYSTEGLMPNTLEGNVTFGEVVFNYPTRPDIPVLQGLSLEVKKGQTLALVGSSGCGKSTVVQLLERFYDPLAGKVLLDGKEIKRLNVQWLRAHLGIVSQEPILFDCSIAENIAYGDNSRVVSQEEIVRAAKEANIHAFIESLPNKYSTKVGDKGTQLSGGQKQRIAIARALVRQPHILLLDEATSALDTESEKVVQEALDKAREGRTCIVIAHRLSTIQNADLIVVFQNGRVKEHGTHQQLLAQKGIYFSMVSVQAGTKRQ
# RGS7-Gao reg = modulates binding of RGS7 to human Galphao | P09471 | Multiplexed bead flow cytometry; actives lie on both sides | binding response (% of control), % at 10 µM | hit rate 0.35% among 220,000; in the data active = binding response below about 49% or above about 150%; inconclusive = no clear call, values can overlap the other calls; inactive = in between;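 note: fluorescent Galphao held in activated GDP-AlF4 state binding bead-coupled RGS7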
# RGS4-Gao reg = modulates binding of RGS4 to human Galphao. P09471. Multiplexed bead flow cytometry; actives lie on both sides. binding response (% of control), % at 10 µM. hit rate 0.33% among 220,000. AID 1415; in the data active = binding response below about 49% or above about 150%; inactive = in between;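 note: fluorescent Galphao activated with aluminum fluoride binding bead-coupled RGS4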
# Mcl-1 Bim block = inhibitors of Bim-Mcl-1 interaction, human; inhibition, % at 10 µM; AID 1009; Q07820; Bead-based flow cytometry, Bim peptide-Mcl-1 binding; hit rate 0.1% among 190,000;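 note: 0% = no compound tracer wells and 100% = peptide blocker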
# The depositor's hits bear a star; ? = inconclusive. Cut-off read from the data, not from the text of the source, unless noted: active = inhibition above about 40%.
SMILES,Bcl-2 Bim block,Bim-Bcl-W,Bfl-1 Bim block,RGS8-Gao,Bcl-XL Bim block,Bcl-B Bim block,ABCG2 inh,ABCB1 inh,RGS7-Gao reg,RGS4-Gao reg,Mcl-1 Bim block
O=C(CN(CCO)c1ccccc1)NC12CC3CC(CC(C3)C1)C2,-5,-3,1,107,-2,0,1,0.4,104,108,0
CN1CCC(N(C)C(=O)c2sc3cc(F)ccc3c2Cl)CC1,0,0,-3,95,-1,-4,2,0.6,?,131,1
CCOc1ccccc1NC(=O)CCN1CCN(S(=O)(=O)c2ccc(Br)cc2)CC1,1,-2,-1,97,0,0,2,1.2,89,93,-4
Nc1nc2n(n1)C1(CCCCC1)C1=C(CCCC1)N2,-9,1,-12,104,8,-6,0,-0.1,104,104,-1
O=C(CC1NCCc2ccccc21)Nc1ccc(Cl)cc1 (stereo not drawn),-5,0,-4,103,-1,-3,4,0.6,?,105,0
O=C(c1ccc(F)cc1)C1CCN(C(=O)NCc2ccccc2)CC1,0,-2,1,80,-4,-3,13,0.8,93,92,-2
CCCCNC(=S)N1CCN(Cc2ccc3c(c2)OCO3)CC1,-4,-5,-5,101,-3,-14,0,-0.1,98,104,-1
CC(=S)c1c(C)cc2cc(C)ccn12,-2,-1,4,105,-2,-5,-3,-0.6,97,102,-3
Cc1onc(-c2ccccc2)c1C(=O)Nc1ccccc1C#N,0,-5,-1,93,-4,0,2,0.1,94,94,-4
CCOC(=O)c1nnn(-c2nonc2N)c1-c1cccs1,-17,-10,-21,99,-16,-10,14,0.5,93,97,-6
CCC(=O)N1C(C(=O)O)CSC1c1ccc(OC)cc1 (stereo not drawn),-5,-3,-5,107,-5,-9,3,0.3,104,102,-2
Cc1nc(SC(C)C)[nH]c(=O)c1Cc1ccccc1,-11,-2,-10,103,-6,-6,1,0.4,102,103,-4
O=C(CN(Cc1ccccc1)C(=O)c1cc2c(s1)CCC2)NCc1cccs1,-2,1,-1,100,-1,-1,7,2.3,96,93,0
COC(=O)c1c(-c2ccco2)csc1NC(=O)C1CC=CCC1C(=O)O (stereo not drawn),-10,-5,-19,100,-7,-11,28,5.0,96,100,-4
CCOC(=O)c1sc(NC(=O)c2ccc(OC(C)=O)cc2)nc1C,-5,0,-7,104,0,-3,0,-0.2,107,104,1

# Overlap with the part before: 2 compounds, then new ones.
SMILES,Bcl-2 Bim block,Bim-Bcl-W,Bfl-1 Bim block,RGS8-Gao,Bcl-XL Bim block,Bcl-B Bim block,ABCG2 inh,ABCB1 inh,RGS7-Gao reg,RGS4-Gao reg,Mcl-1 Bim block
COC(=O)c1c(-c2ccco2)csc1NC(=O)C1CC=CCC1C(=O)O (stereo not drawn),-10,-5,-19,100,-7,-11,28,5.0,96,100,-4
CCOC(=O)c1sc(NC(=O)c2ccc(OC(C)=O)cc2)nc1C,-5,0,-7,104,0,-3,0,-0.2,107,104,1
Cc1cc(C)c2oc(C(=O)Nc3ccc(S(=O)(=O)N4CCC(C)CC4)cc3)cc(=O)c2c1,-2,0,-7,108,-3,-4,47,1.8,90,92,-2
O=C(c1ccc(Sc2cccc(Cl)c2)c([N+](=O)[O-])c1)N1CCN(c2ccccn2)CC1,-6,-6,-7,105,-8,-11,1,0.7,103,100,-4
Cc1ccc(Nc2cnn(C34CC5CC(CC(CC(=O)O)(C5)C3)C4)c(=O)c2Cl)cc1C,-7,0,-12,99,-2,-7,0,0.0,99,100,0
O=C1Nc2ccc(Br)cc2/C1=N/N=C/C1=C(N2CCOCC2)C(=C\c2ccccc2)/CC1,27,9,17,97,1,25,0,0.0,88,89,9
CS(=O)(=O)N(CC(=O)NCCSCc1cccc(Cl)c1)c1ccc2c(c1)OCO2,-1,-1,-2,109,0,-5,21,3.8,110,109,9
CCC(=O)Nc1ccc(Br)cn1,-3,0,-6,99,0,-3,-1,-0.2,99,97,-1
CC(=O)OC(Cn1nc(C)cc1C)c1ccccc1 (stereo not drawn),-8,-1,-11,103,-2,-5,1,0.2,102,103,0
O=C(N/N=C/c1cc2cc3c(cc2nc1Cl)OCCO3)c1ccccc1O,-51,-34,-9,101,-52,-75,-6,-0.6,102,102,-51
CCOc1ccc(NC(=O)CN2CCC(n3cnc4cc(F)ccc43)CC2)cc1,-2,-3,-3,100,-1,1,24,1.6,90,99,1
Cc1ccc(CNC(=O)Cc2nc3nc(C)cc(C)n3n2)cc1,-10,-5,-16,110,-4,-8,3,0.2,103,104,-1
O=C(CSc1nnc2c(n1)[nH]c1ccc(S(=O)(=O)N3CCOCC3)cc12)Nc1ccccc1Cl,0,0,-5,105,0,-3,2,0.1,105,104,0
O=C(O)c1ccc(Nc2nc(-c3cc4ccccc4oc3=O)cs2)cc1O,-3,1,2,100,0,3,-12,-2.1,?,100,0
Nc1nc(-c2cccnc2)nc(N2CCCCC2)n1,-2,9,-4,97,0,-6,3,0.8,100,96,11
CCCCN(C)C(=S)Nc1ccc2nc(N3CCN(CC)CC3)cc(C)c2c1,-6,-2,4,100,-6,-6,1,0.1,?,101,-5
CCOc1ccc(NC2=C(Cl)C(=O)N(C3CCCCC3)C2=O)cc1,0,1,3,105,-1,-3,3,0.1,102,104,1
O=[N+]([O-])c1cc(C=Nc2ccc3ccccc3c2)ccc1Br,0,0,6,98,0,-6,15,1.8,101,99,-3
Cc1nc(-c2ccc(C(=O)Nc3ccc(F)cc3)cc2)cs1,1,1,1,104,0,-3,42,0.9,124,106,2
Cc1cc(C)cc(NC(=O)N2CCCC2C(=O)NCc2ccco2)c1 (stereo not drawn),-3,-1,-4,101,0,-1,0,-0.2,98,98,0
CC(C)(C)c1ccc(C(=O)NNC(=O)Cc2cccc3ccccc23)cc1,-5,-7,-10,104,-8,-8,2,0.5,99,105,-4
O=C(c1ccc2c(c1)OCO2)N(Cc1cccs1)C1(C(=O)NC2CCCCC2)CCCCC1,4,2,4,101,0,1,23,8.3,99,101,2
Cc1cccc(-c2nc3ccccc3c(=O)n2NC(=O)/C=C/c2ccc([N+](=O)[O-])cc2)c1,-1,0,-1,102,-6,-8,-9,-1.3,100,97,-3
Nc1c(C(=O)NCCc2ccc(Cl)cc2)sc2ccc(S(=O)(=O)N3CCCCC3)cc12,1,-2,-1,99,-2,-3,42,4.7,99,99,-3
O=C1NC(N2CCOCC2)=N/C1=C/c1ccc2c(c1)OCO2,-2,0,-3,99,0,-3,21,0.7,102,98,0
CN(C)CCNC(=O)/C(=C/c1ccc(-c2ccc(Cl)cc2Cl)o1)NC(=O)c1ccccc1,-7,-2,-19,105,-4,-9,2,0.8,103,108,-3
NC(=O)C1CCN(Cc2nc(-c3ccccc3)no2)CC1,-6,1,-11,100,-4,-1,1,0.2,101,100,12
CC(C)CCNC(=O)NC(=O)CSc1ncccn1,2,-3,-5,92,1,-2,11,0.0,?,88,3
CCN(CC)C(=O)CCS(=O)(=O)c1cccc2nonc12,0,0,-3,99,-2,0,-2,-0.2,98,100,0
CSCCC(C(=O)Nc1ccc2c(c1)OCO2)N1C(=O)c2ccccc2C1=O (stereo not drawn),-8,0,-9,101,-10,-9,0,0.0,97,99,1
Cc1ccc(C)c(NC(=O)CCn2nc(C)cc2C)c1,-7,4,-7,95,-7,-7,1,0.2,90,90,1
O=C(NCc1ccco1)C(c1ccccc1)N(Cc1ccccc1)C(=O)Cn1nnc2ccccc21 (stereo not drawn),-4,-2,2,101,-5,-15,3,4.1,105,102,-4
C=CCNC(=O)/C(=C/c1cn(-c2ccccc2)nc1-c1cccc([N+](=O)[O-])c1)NC(=O)c1ccccc1,1,2,1,93,1,0,35,1.4,105,107,3
CSc1nccc(Oc2cccc(C#N)c2)n1,-7,-4,-20,98,-8,-7,46,0.5,90,92,-3
CCOC(=O)c1cc2oc(C(c3nnnn3C3CCCCC3)N3CCOCC3)cc2[nH]1 (stereo not drawn),-13,-5,-13,103,-9,-8,7,2.2,104,101,-4
COc1ccc(C(C[N+](=O)[O-])c2c(-c3ccccc3)cc3ccccn23)c(OC)c1 (stereo not drawn),0,-3,0,91,0,-3,2,0.9,89,89,-6
NC(N)=Nc1nc(-c2ccccc2)c2cc(F)ccc2n1,0,2,-2,103,2,-4,11,0.0,?,105,0
Cc1ccc(C(C)C)c(OCC(=O)Nc2ccc(Cl)cn2)c1,-1,-3,0,92,0,0,3,0.9,89,92,-2
Cc1nnc(NC(=O)NCN2C(=O)C3C4C=CC(C4)C3C2=O)s1 (stereo not drawn),-7,-5,-18,102,-9,-6,0,0.4,101,99,-1
CCOc1cccc(C2C(C(=O)c3ccc(C)o3)=C(O)C(=O)N2c2nccs2)c1 (stereo not drawn),3,0,1,97,0,1,3,0.1,99,93,2
O=C(N/N=C/c1ccc(N2CCOCC2)cc1)c1ccc(NS(=O)(=O)c2cccs2)cc1,0,0,-6,98,-5,-2,0,-0.1,97,99,0
CC1CN(c2nc(-c3ccccc3)nnc2-c2ccccc2)CC(C)O1 (stereo not drawn),-11,-2,-14,102,-3,-8,56,3.7,100,101,-3
CN(C)S(=O)(=O)c1ccc(N2CCN(S(=O)(=O)c3ccc(F)cc3)CC2)c(Cl)c1,1,-1,0,93,-1,1,-1,-0.2,93,92,1
COCCN1Cc2cccc(C(=O)Nc3cc(C)cc(C)c3)c2C1=O,0,0,3,93,3,1,82*,26,99,99,-1
COc1cc(CC(=O)NCc2ccco2)cc(OC)c1OC,0,-3,-1,100,0,0,3,1.2,99,98,0
COc1cc(CNC(C)(C)CO)ccc1OCC(=O)NC(C)(C)C,4,-1,0,105,0,1,-3,1.8,106,106,0
COc1ccc(S(=O)(=O)N(CC(=O)N2CCN(c3ccccc3)CC2)c2ccccc2)cc1,-6,1,-13,105,0,-9,26,4.0,99,104,0
CS(=O)(=O)N(CC(=O)NCCc1ccccc1)C1CCCCC1,-9,3,-10,97,-13,-6,-1,-0.4,100,95,0
CC(C)N(C(=O)Nc1ccc2nccnc2c1)C(C)C,4,0,0,98,-2,-2,5,0.2,93,92,0
CCN(CC)c1ccc(NC(=O)CN2CCN(CC(=O)Nc3ccccc3F)CC2)cc1,-4,5,-9,104,0,-1,0,-0.1,102,104,0
CCOc1ccc(S(=O)(=O)Nc2cccnc2)cc1,-12,0,-19,101,-7,-7,10,1.0,100,101,0
O=C(NC1CCCCC1)C(c1cccs1)N(Cc1cccs1)C(=O)c1cccs1 (stereo not drawn),0,-3,-2,102,-1,-3,4,1.7,98,99,-1
CS(=O)(=O)Nc1cccc(C2=NN(S(=O)(=O)c3ccccc3)C(c3ccco3)C2)c1 (stereo not drawn),-2,1,-2,96,0,-3,0,0.0,95,93,-4

# The order is random; overall some 0.94% were active at least once.
